Pemphigus Ab inh: blocks pemphigus antibody binding to human desmoglein-3; binding (percent of control), % at 10 µM; hit rate 0.48% among 310,000; P32926; DSG3-coupled beads, scFv-anti-DSG3-GFP binding, flow cytometry; active compounds read low;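 active = binding more than 3 SD below its plate's average and above zero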;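 note: hits lower antibody fragment binding to DSG3; some compounds called inactive have numbers as strong as hits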
AddAB inh: less growth of phage-infected E. coli with AddAB; E. coli expressing H. pylori AddAB, absorbance growth; inhibition, % at 11.9 µM; AID 435030; hit rate 0.29% among 330,000; in the data active = inhibition above about 12%;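 note: 0% = vehicle wells of infected cells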
HTR5A inv ctr: inverse agonist of human HTR5A in OPRM1-OPRD1 counter-screen; P47898; inhibition, % at 9.3 µM; AID 504634; hit rate 0.083% among 340,000; HTR5A cell line, luminescence, inverse agonism; in the data active = inhibition mostly above about 23%, no sharp cut-off; inactive = mostly below about 18%;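 note: 0% = cells with DMSO and 100% = no-cell wells with DMSO; some compounds called inactive have numbers as strong as hits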
OPRM1-OPRD1 inv: mu-delta opioid heterodimer inverse agonism. cell-based MOR-DOR heterodimer luminescence. inhibition, % at 9.3 µM. hit rate 0.21% among 340,000; in the data active = inhibition above about 22%, passing the limit was not always enough;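 note: 0% = cells with DMSO and 100% = wells without cells with DMSO; values of inactives mirror those of a sister screen read the other way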
Target sequence (P35372 whole entry, looked up): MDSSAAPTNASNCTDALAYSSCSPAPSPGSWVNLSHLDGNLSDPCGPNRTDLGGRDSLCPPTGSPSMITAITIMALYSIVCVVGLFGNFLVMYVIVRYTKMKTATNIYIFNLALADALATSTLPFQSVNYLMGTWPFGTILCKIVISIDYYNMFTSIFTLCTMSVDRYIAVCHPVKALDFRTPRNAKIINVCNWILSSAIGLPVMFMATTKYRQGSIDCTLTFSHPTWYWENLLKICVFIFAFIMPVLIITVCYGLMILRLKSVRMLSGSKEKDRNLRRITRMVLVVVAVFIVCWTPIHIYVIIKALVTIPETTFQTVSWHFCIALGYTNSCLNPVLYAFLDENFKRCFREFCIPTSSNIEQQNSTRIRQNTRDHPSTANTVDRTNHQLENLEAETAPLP
Target sequence (P41143 whole entry, looked up): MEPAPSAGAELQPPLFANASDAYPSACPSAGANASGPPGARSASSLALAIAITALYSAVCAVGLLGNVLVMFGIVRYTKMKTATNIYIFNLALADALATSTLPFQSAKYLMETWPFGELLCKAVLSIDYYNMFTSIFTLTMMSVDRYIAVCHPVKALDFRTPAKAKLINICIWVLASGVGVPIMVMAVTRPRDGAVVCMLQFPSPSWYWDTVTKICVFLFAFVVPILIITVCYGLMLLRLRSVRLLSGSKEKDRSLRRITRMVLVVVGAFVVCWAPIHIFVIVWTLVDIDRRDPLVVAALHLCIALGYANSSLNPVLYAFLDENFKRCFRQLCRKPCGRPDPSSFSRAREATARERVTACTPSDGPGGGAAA
Mot1-301 SUMO: SUMOylation pathway inhibition by Mot1-301 growth rescue | S. cerevisiae Mot1-301 growth rescue, ATP luminescence, 38.5C; percent above DMSO median, 100 means doubled | growth rescue, % at 18.8 µM | hit rate 1% among 320,000 | AID 2716;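 active = every valid replicate shows activation above 250% relative to neutral control wells; inactive = the rest, any valid replicate at or below 250%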;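 note: OY570 slx delta 5 strain wells were the positive control but not used for scaling; some compounds called inactive have numbers as strong as hits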
phage Ecoli inh: E. coli growth loss with phage present. growth absorbance. inhibition, % at 11.9 µM. hit rate 0.26% among 360,000. AID 651602; in the data active = inhibition above about 11%
PKA-R1A act: activates the PKA-R1A holoenzyme complex. P00514+P68181. PKA-R1A dissociation, Cy5-IP20 fluorescence polarization; scaled: DMSO 0%, 113 µM cGMP 100%. activation, % at 11.4 µM. hit rate 0.083% among 340,000. AID 504707;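 active = percent activation above the mean of all tested compounds plus 3 SD, cut at about 19% in these data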;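 note: higher means more PKAc released from R1A so a rise in polarization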
OPRM1-OPRD1 ag: agonists of human mu-delta opioid receptor heterodimerization; P35372+P41143; cells, OPRM1-OPRD1 heterodimerization, luminescence; activation, % at 9.3 µM; hit rate 0.3% among 340,000; in the data active = activation above about 18%;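 note: 0% = vehicle-treated cells and 100% = reference agonist; values of inactives mirror those of a sister screen read the other way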
Ecoli viability: bacterial growth inhibition, counter-screen for AddAB inhibitors | E. coli V3065 growth, OD600 absorbance, 18 h | inhibition, % at 11.9 µM | hit rate 0.27% among 330,000 | AID 449728;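 active = inhibition above the campaign's mean inhibition across all tested compounds plus 3 SD, cut at about 9.9% in these data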;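 note: uninfected addAB+ strain grown without phage in ampicillin broth; 0% = DMSO wells and 100% = ciprofloxacin 0.95 µg/ml wells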
PfHsp90 set2: growth inhibition of yeast expressing Plasmodium Hsp90; hit rate 0.32% among 310,000; S. cerevisiae expressing PfHsp90, BacTiter-Glo ATP, 48 h; yeast lacking PDR1 and PDR3 efflux regulators; inhibition, % at 9.4 µM;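 active = every replicate shows inhibition above about 80%, whatever the replicate mean, limit read from the data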;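 note: 0% = DMSO neutral controls and 100% = 20 µM radicicol positive controls; yeast relying on Plasmodium falciparum Hsp90 in place of its own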
HTR5A ag: counter-screen for OPRM1-OPRD1 agonists: human HTR5A agonism. P47898. activation, % at 9.3 µM. HTR5A agonist assay, luminescence, cell-based. hit rate 0.61% among 340,000; in the data active = activation mostly above about 9.5%, no sharp cut-off; inactive = mostly below about 7.6%;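 note: 0% = cells with vehicle only and 100% = reference agonist; strong numbers were not always called active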
Numbers without * were called inactive; . = no result given. No enrichment for hits (roughly 3.2% active in at least one column).

SMILES	Pemphigus Ab inh	AddAB inh	HTR5A inv ctr	OPRM1-OPRD1 inv	Mot1-301 SUMO	phage Ecoli inh	PKA-R1A act	OPRM1-OPRD1 ag	Ecoli viability	PfHsp90 set2	HTR5A ag
Cc1cccc(N2C(=O)/C(=C\c3ccc(C(=O)O)cc3)c3ccccc3C2=O)c1	120	1.9	-7	6	-13	1.8	-6	-1.2	0.8	.	3
Cc1ccc(CNC(=O)c2ccc(CNc3c(N4CCCC4)c(=O)c3=O)cc2)cc1	99	-0.9	-5	12	-8	0.8	2	-2.3	-0.7	-16	2
CC(C)(C(=O)c1ccccc1)/[N+]([O-])=C/c1ccc(Br)cc1	106	3.0	-20	0	6	.	-18	0.1	-0.3	-3	2
O=C1NC[C@@H](Cc2ccc(O)cc2)N(CC2CCCCC2)C1=O	102	4.8	7	-1	19	1.9	-4	0.2	1.0	-10	-3
Cc1cccc(C(=O)N2CCc3cc(-c4csc(NC(=O)CN5CCCC5)n4)ccc32)c1	.	1.4	-8	-29	16	0.3	-1	4.5	0.4	35	3
Cc1cccc(NC(=O)Nc2cccc(C#N)c2)n1	.	4.5	-12	-12	-12	0.3	0	2.2	0.1	17	4
CCCC(c1nnnn1C(C)(C)C)N1CCN(C(=O)c2ccco2)CC1 (stereo unspecified)	96	3.6	-7	9	-10	5.3	2	-1.8	0.7	-71	3
Cc1ccccc1NC(=O)C(c1ccccc1)C1CCCC1 (stereo unspecified)	86	0.4	4	19	.	1.8	-4	-3.9	-2.3	-36	1
COC1=NC(=C(c2ccccc2)c2ccccc2)OC1=O	94	.	-1	16	.	3.8	5	-3.0	.	.	0
N#C/C(=C\c1ccco1)C(=O)NCc1ccccc1	102	1.0	11	9	4	.	3	-1.4	-0.6	-8	3
Cc1cccc(CC2(O)C(=O)Nc3ccccc32)n1 (stereo unspecified)	97	.	-7	16	.	1.9	0	-3.6	.	-8	2
COc1ccc(-c2csc(N(Cc3ccccc3)C(=O)COc3ccc(Cl)cc3)n2)cc1	97	1.8	4	9	139	3.6	-1	-1.9	-1.0	-12	5
CC(C)CC(NC(=O)C1CCCN1C(=O)OC(C)(C)C)C(=O)NCC(N)=O (stereo unspecified)	101	.	2	3	-14	3.8	3	-0.6	.	36	7
COCCn1c(SCC(=O)Nc2ccc(C(C)=O)cc2)nnc1-c1ccco1	131	4.3	-30	-23	69	2.2	-9	2.7	-0.6	32	3
CC(=O)N1CCN(c2ccccc2NC(=O)COc2cc(C)cc(C)c2)CC1	93	2.7	-11	2	505	-0.6	8	-0.3	0.4	1	8
COC1=C(Nc2ccccc2)C(=O)C(OC)=C(Nc2ccccc2)C1=O	93	.	-32	-10	.	3.8	-3	2.4	.	-43	8
COc1ccc(NS(=O)(=O)c2cn(C)c(=O)n(C)c2=O)c(OC)c1	100	2.6	-10	15	27	0.8	-5	-2.9	0.8	-12	4
CN1CCN(/C=C2\SC(=S)NC2=O)CC1	103	1.5	-7	9	-23	2.6	1	-1.6	-1.4	-13	3
CN(C)S(=O)(=O)c1ccc(Cl)c(C(=O)Nc2nc3ccccc3[nH]2)c1	101	-0.6	12	2	222	5.9	2	-0.4	-1.3	-11	-5
Fc1cccc2sc(N3CCCC3)nc12	.	0.9	-38	14	.	-0.9	-3	-3.0	-1.1	10	0

Copied from above, 11 compounds:
SMILES	Pemphigus Ab inh	AddAB inh	HTR5A inv ctr	OPRM1-OPRD1 inv	Mot1-301 SUMO	phage Ecoli inh	PKA-R1A act	OPRM1-OPRD1 ag	Ecoli viability	PfHsp90 set2	HTR5A ag
CCCC(c1nnnn1C(C)(C)C)N1CCN(C(=O)c2ccco2)CC1 (stereo unspecified)	96	3.6	-7	9	-10	5.3	2	-1.8	0.7	-71	3
Cc1ccccc1NC(=O)C(c1ccccc1)C1CCCC1 (stereo unspecified)	86	0.4	4	19	.	1.8	-4	-3.9	-2.3	-36	1
COC1=NC(=C(c2ccccc2)c2ccccc2)OC1=O	94	.	-1	16	.	3.8	5	-3.0	.	.	0
N#C/C(=C\c1ccco1)C(=O)NCc1ccccc1	102	1.0	11	9	4	.	3	-1.4	-0.6	-8	3
Cc1cccc(CC2(O)C(=O)Nc3ccccc32)n1 (stereo unspecified)	97	.	-7	16	.	1.9	0	-3.6	.	-8	2
COc1ccc(-c2csc(N(Cc3ccccc3)C(=O)COc3ccc(Cl)cc3)n2)cc1	97	1.8	4	9	139	3.6	-1	-1.9	-1.0	-12	5
CC(C)CC(NC(=O)C1CCCN1C(=O)OC(C)(C)C)C(=O)NCC(N)=O (stereo unspecified)	101	.	2	3	-14	3.8	3	-0.6	.	36	7
COCCn1c(SCC(=O)Nc2ccc(C(C)=O)cc2)nnc1-c1ccco1	131	4.3	-30	-23	69	2.2	-9	2.7	-0.6	32	3
CC(=O)N1CCN(c2ccccc2NC(=O)COc2cc(C)cc(C)c2)CC1	93	2.7	-11	2	505	-0.6	8	-0.3	0.4	1	8
COC1=C(Nc2ccccc2)C(=O)C(OC)=C(Nc2ccccc2)C1=O	93	.	-32	-10	.	3.8	-3	2.4	.	-43	8
COc1ccc(NS(=O)(=O)c2cn(C)c(=O)n(C)c2=O)c(OC)c1	100	2.6	-10	15	27	0.8	-5	-2.9	0.8	-12	4

(list continues)
SMILES	Pemphigus Ab inh	AddAB inh	HTR5A inv ctr	OPRM1-OPRD1 inv	Mot1-301 SUMO	phage Ecoli inh	PKA-R1A act	OPRM1-OPRD1 ag	Ecoli viability	PfHsp90 set2	HTR5A ag
COc1ccc(Nc2c(-c3ccc(OC)cc3)nc3cnccn23)cc1	101	1.8	28	14	.	-0.1	-8	-2.7	-3.3	18	-2
Cc1ccc(OCc2cc(C(=O)NCc3ccc(OC(F)(F)F)cc3)no2)cn1	102	-0.5	-3	-3	13	2.6	-4	0.5	-0.1	6	1
CCCN1CNc2c(c(=O)[nH]c(=S)n2CCc2ccc(OC)c(OC)c2)C1	104	-1.4	4	-1	14	2.5	-8	0.3	-0.8	15	-1
Cn1nc(C(=O)NCCCN2CCCCC2)c2c1-c1ccccc1S(=O)(=O)C2	100	0.7	5	13	-12	.	-1	-2.6	1.0	-5	3
CCOC(=O)Cc1csc(NC(=O)CN(C)S(=O)(=O)c2cccc3cccnc23)n1	107	3.7	-17	5	318	3.8	-4	-0.9	-0.3	-8	6
O=C(NCCCNC(=O)c1cnccn1)c1cccc(F)c1	119	1.9	-10	0	-8	0.0	-4	0.0	0.2	-18	4
CCn1c(=S)sc2c(=O)n(CC(=O)Nc3ccc(C(C)=O)cc3)c(C)nc21	100	0.0	-6	6	0	0.9	-2	-1.2	-1.3	0	6
CC1(C)Cc2nc(-c3ccccc3)nc(SCC(=O)N3CCOCC3)c2CO1	85	1.2	21	17	5	1.7	-1	-3.4	0.5	6	3
C#CCOCCOCCOCCNc1nc(N2CCN(C(=O)[C@H]([C@@H](C)CC)n3cc([C@@H](N)CC(C)C)nn3)CC2)nc(N2CCN(C(=O)[C@H](CCCCN)n3cc([C@@H](N)C(C)CC)nn3)CC2)n1 (stereo partly specified)	107	3.4	-13	10	-26	.	-19	-1.6	-2.0	-7	-1
COc1cccc(C2Nc3ccccc3C(=O)N2O)c1O (stereo unspecified)	98	6.5	3	13	13	11	-5	-2.5	5.6	7	-1
CCOC(=O)C1(Cc2ccccc2C(F)(F)F)CCN(Cc2ccon2)CC1	109	1.2	-11	-24	10	1.5	-11	4.8	-0.5	0	4
COc1ccc(NC(=O)CS(=O)(=O)c2cn(CC(=O)N(C(C)C)C(C)C)c3ccccc23)c(OC)c1	99	2.1	-4	20	1	-2.0	6	-3.8	-1.9	6	2
O=C(NCc1cccs1)c1noc2c1CCCCC2	95	-0.5	-1	9	-10	4.6	-2	-1.6	1.9	.	-2
O=C(Nc1cc(Cl)ccc1Cl)c1noc2c1CCCC2	91	-0.3	-5	-19	11	0.1	0	3.6	0.5	-9	2
OCCC1CN(Cc2ccon2)CCN1CCc1ccccc1 (stereo unspecified)	118	4.6	9	-14	1	-0.5	-6	2.8	0.5	.	-3
COc1ccc(NC2CCCN(C(=O)c3ccc(OC)o3)C2)cc1 (stereo unspecified)	114	2.7	-11	7	-5	1.8	-5	-1.4	2.9	-1	5
OC(COCc1ccco1)CN1CCN(C(c2ccccc2)c2ccccc2)CC1 (stereo unspecified)	.	2.4	-3	12	352	0.8	-1	-2.9	1.0	-6	1
COc1ccccc1N1CCN(C2CCCN(C(=O)c3cccc(-c4ccco4)c3)C2)CC1 (stereo unspecified)	103	-0.4	22	-1	-6	2.4	-6	0.2	-1.4	-8	1
O=C(CN1CCOCC1)Nc1ccc(Br)cn1	104	0.0	2	11	-24	1.7	0	-1.8	2.4	-8	2
COc1cccc2c1[C@@H]1CN(CCCCn3c(=O)[nH]c4c(sc5ncc(-c6ccccc6)nc54)c3=O)C[C@@H]1CO2	114	-2.1	-12	-22	-6	4.5	7	3.9	-2.6	8	-1
CCc1ccc(C(=O)Cn2cnc3cc([N+](=O)[O-])ccc3c2=O)cc1	90	2.8	-1	-24	329	2.3	-11	4.5	2.0	11	4
CSc1nc2ccc3nc(NC(=O)C4COc5ccccc5O4)sc3c2s1 (stereo unspecified)	98	2.5	-21	-10	0	1.9	-6	1.9	-1.0	-23	7
CSc1nsc(N/N=C/c2ccccc2)c1C#N	99	3.1	-17	-41	.	2.8	-8	7.4	2.6	0	6
Cc1ccc(-c2cc(N)on2)cc1	106	2.9	22	4	31	3.1	3	-1.0	-0.6	-8	-4
CC(NC(=O)COC(=O)c1ccc(Br)o1)c1ccccc1 (stereo unspecified)	97	.	6	0	.	2.7	2	0.0	.	1	4
Nc1ccc(SCc2nc3cccc4c3n2CCC4)cc1	91	3.3	-13	17	39	2.4	-7	-3.3	-1.0	4	4
Cc1ccnc(SCC(=O)NC2CCCCCC2)n1	.	0.1	-9	9	-5	-0.9	2	-1.7	-0.5	7	10
COc1ccc(Cl)c2sc(N(Cc3cccnc3)C(C)=O)nc12	105	1.3	12	17	23	1.4	-13	-3.3	-2.0	-32	-3
N#C/C(=C\c1ccc(OCc2cccc(C(=O)O)c2)cc1)C(=O)NCc1ccco1	100	4.1	-2	7	20	-1.4	-9	-1.3	1.6	23	1
CNc1[nH]c(=O)[nH]c(=O)c1N=Nc1cc(Cl)ccc1Cl	104	1.4	.	.	7	-4.2	.	.	-1.0	.	.
CCOC(=O)c1cnc2c(c(C)nn2C)c1Oc1cc(Cl)cc(Cl)c1	112	0.6	13	-9	-4	0.1	-1	1.7	1.3	-14	-6
CSCCC(NC(=O)c1ccc(Cl)cc1Cl)C(=O)NNC(=O)c1ccncc1 (stereo unspecified)	104	1.6	0	-2	-11	2.6	7	0.5	-1.2	4	-1
COc1ccccc1C1N(c2cc(Cl)ccc2OC)C(=O)C2CCCN21 (stereo unspecified)	102	5.1	6	17	8	3.3	-3	-3.3	1.2	-6	-2
COc1ccccc1-c1c(C)nn2c(N3CCC(C)CC3)cc(C)nc12	94	3.1	-14	-16	-30	1.6	-10	3.0	-0.3	6	5
